SKKanGAS inh: blocks kanamycin growth of S. pyogenes SKKanGAS strain | BacTiter-Glo, 6 h | actives 1.3% (n = 300,000) | inhibition, % at 7.5 µM;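 active means mean replicate score, as percent of positive control median, at least 50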;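 further: strain carries kanamycin resistance gene driven by streptokinase promoter and grows in 40 µg/ml kanamycin; loss of luminescence reflects streptokinase promoter inhibition or plain growth inhibition; 0% = median of DMSO wells and 100% = positive control at its reference dose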
HIF act: HIF pathway transcriptional activation; actives 0.32% (n = 300,000); activation, % at 7.5 µM (by protocol); U2OS HRE-luciferase reporter, luminescence; normalized: DMSO 0%, desferrioxamine 100%;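 active means mean activation of at least 10% of the iron chelator positive control signal, with at least half of replicates also reaching 10%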
TRPC4 block: inhibitors of mouse TRPC4 channel. HEK293 TRPC4beta/mu-opioid, DAMGO-evoked Fluo4 calcium flux; hits give low values. B-score at 10 µM. Q9QUQ5. actives 0.39% (n = 300,000);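 active means B-score over 3 SD under the library average, no early fluorescence shift, positive overall ratio signal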
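Material: HEK293 cells with stable TRPC4beta plus mu-opioid receptor expression / Probe or stimulus: DAMGO in two steps, submaximal then maximal / Compound: single concentration per test compound / Technique: kinetic Fluo4 fluorescence imaging of calcium influx / Read-out: per-well B score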
MrgX1 PAM: allosterically activates human MrgX1 receptor signaling; Q96LB2; B-score at 10 µM; MrgX1-HEK293, Fluo-4 calcium flux, FDSS; hits give high values; actives 0.63% (n = 310,000);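 active means plate-corrected calcium response at least 3 library SD above typical, normal starting fluorescence, not activating the receptor alone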;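 further: compound read alongside a low EC10 to EC30 dose of BAM8-22 agonist; peak minus trough fluorescence over baseline measured at the second addition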
TRPC6 inh: mouse TRPC6 channel inhibition. HEK293-TRPC6, membrane potential dye, ACh-evoked depolarization; hits give low values. B-score at 10 µM. actives 1.1% (n = 310,000). AID 2553;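 active means B-score under library mean minus 3 SD, initial fluorescence not abnormally high, positive integrated signal ratio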;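 further: B-score derived from integrated fluorescence ratio over the kinetic read; more negative B-score means stronger inhibition of depolarization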
Target sequence (Q61143 whole entry, looked up): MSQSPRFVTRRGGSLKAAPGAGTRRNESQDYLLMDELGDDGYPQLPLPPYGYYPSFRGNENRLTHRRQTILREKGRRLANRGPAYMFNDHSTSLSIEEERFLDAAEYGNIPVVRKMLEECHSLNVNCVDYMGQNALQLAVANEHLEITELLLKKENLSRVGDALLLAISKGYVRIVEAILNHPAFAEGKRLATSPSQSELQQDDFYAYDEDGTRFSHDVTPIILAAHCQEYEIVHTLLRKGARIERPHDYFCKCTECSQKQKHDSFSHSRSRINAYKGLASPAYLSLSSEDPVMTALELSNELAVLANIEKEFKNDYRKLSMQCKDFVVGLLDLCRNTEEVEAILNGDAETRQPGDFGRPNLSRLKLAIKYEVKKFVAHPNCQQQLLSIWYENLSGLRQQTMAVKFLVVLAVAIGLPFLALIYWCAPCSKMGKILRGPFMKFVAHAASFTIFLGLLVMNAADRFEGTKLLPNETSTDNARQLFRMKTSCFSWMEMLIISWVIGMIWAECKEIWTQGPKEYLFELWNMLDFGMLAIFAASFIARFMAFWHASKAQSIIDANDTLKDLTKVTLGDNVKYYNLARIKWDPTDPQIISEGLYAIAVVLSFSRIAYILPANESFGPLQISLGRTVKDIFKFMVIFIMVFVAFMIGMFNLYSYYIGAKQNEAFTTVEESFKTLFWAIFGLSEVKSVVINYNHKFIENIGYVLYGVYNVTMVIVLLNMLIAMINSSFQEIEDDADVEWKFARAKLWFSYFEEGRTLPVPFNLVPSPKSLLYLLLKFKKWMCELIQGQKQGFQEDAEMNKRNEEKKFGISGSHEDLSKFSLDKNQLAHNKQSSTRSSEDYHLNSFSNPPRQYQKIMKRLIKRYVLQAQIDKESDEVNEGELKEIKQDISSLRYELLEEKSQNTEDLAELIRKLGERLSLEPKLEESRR
MrgX1 antag: blocks BAM8-22 activation of human MrgX1 receptor; B-score at 10 µM; MRGX1-HEK293 calcium flux, Fluo-4, BAM8-22 antagonism; hits give low values; Q96LB2; actives 1.3% (n = 310,000);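 active means calcium-response B-score plate-corrected more than 3 library SD below zero, starting fluorescence within 5 deviations, no agonist response on first addition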;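 further: peak minus trough fluorescence over baseline after final BAM8-22 challenge near maximal dose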
RGS4 act: potentiators or activators of RGS4. B-score at 10 µM. HEK293 M3R/inducible RGS4, carbachol calcium flux Fluo4; hits give low values. actives 0.92% (n = 310,000). AID 463111;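 active means B-score of the integrated calcium signal more than 4 SD below the library mean, with starting fluorescence not abnormally high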;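 further: negative B-score means reduced calcium response which marks RGS4 activation or potentiation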
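Assay system: Inducible-RGS4 HEK293 cells carrying M3 receptor | Schedule: Compound preincubation 20 min at room temperature before agonist | Signal: Kinetic calcium fluorescence imaging with Fluo4-AM dye, 2 µM | Read-out basis: B score from integrated fluorescence ratio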
RGS4 inh: human RGS4 inhibition; P49798; actives 0.45% (n = 310,000); B-score at 10 µM; HEK293 M3R/RGS4 inducible, Fluo-4 calcium flux; hits give high values; triggered by carbachol at its EC20;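 active means B-score, a plate-corrected calcium signal, over three deviations above library mean, with baseline fluorescence within five deviations of library mean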;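 further: RGS4 expression induced by doxycycline in cells with stable M3 receptor; B-score is computed from the integrated fluorescence ratio over baseline after carbachol; higher B-score means a larger calcium signal and so more RGS4 inhibition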
Target sequence (P49798 whole entry, looked up): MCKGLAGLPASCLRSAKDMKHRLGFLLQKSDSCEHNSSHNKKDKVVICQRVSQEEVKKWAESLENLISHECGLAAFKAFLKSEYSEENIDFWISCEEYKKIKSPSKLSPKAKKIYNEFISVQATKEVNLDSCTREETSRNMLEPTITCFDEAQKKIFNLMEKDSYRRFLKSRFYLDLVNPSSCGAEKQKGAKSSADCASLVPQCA
Platelet DG rel: platelet dense granule release activity; human platelet-rich plasma, SFLLRN dense granule ATP release, luminescence; inhibition, %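 (compounds screened at 7.5 µM in platelet-rich plasma)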; actives 0.22% (n = 300,000);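 active means mean replicate score, as percent of positive control, at or above 50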
TRPC6 activator: activators of mouse TRPC6 channel. Q61143. B-score at 10 µM. HEK293-TRPC6 membrane potential dye fluorescence; hits give high values. actives 0.13% (n = 310,000);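 active means B-score of the integrated fluorescence ratio above library mean plus 3 SD, and starting fluorescence ratio within library mean plus 5 SD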;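 further: higher score means more depolarization so channel activation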
MrgX1 ag: human MrgX1 receptor agonism, primary screen | AID 588627 | MrgX1-HEK293 cells, Fluo-4 calcium fluorescence, agonist mode; hits give high values | actives 0.44% (n = 310,000) | B-score at 10 µM | Q96LB2;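 active means calcium response B-score plate-corrected fluorescence ratio at least 3 library SD, with starting fluorescence B-score inside 5 SD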
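Material: HEK293 cells stably expressing human MrgX1 receptor | Quantity: 15,000 cells per well | Times: Cells plated overnight, dye loaded 0.5 h 37 °C, 0.5 h room temperature | Measured by: Kinetic Fluo-4 NW fluorescence of intracellular calcium | Control set: Positive and negative controls per plate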
* marks the source's active call; other numbers are inactive results; i = inactive; . = no result given.

SMILES	SKKanGAS inh	HIF act	TRPC4 block	MrgX1 PAM	TRPC6 inh	MrgX1 antag	RGS4 act	RGS4 inh	Platelet DG rel	TRPC6 activator	MrgX1 ag
Cc1ccc(N2C(=O)c3cccc4c(N)ccc(c34)C2=O)c2cccnc12	-2	0.4	i	i	i	i	i	i	-5	i	i
Cc1ccc(-c2nc(C#N)c(NCc3cccc4c3OCO4)o2)cc1	0	0.6	i	i	i	i	i	i	-5	i	i
Cc1ccccc1/C=C1\CCCc2ccccc2C1=O	32	4.7	i	i	i	i	i	i	-3	i	i
O=C(O)c1cccc(-n2cccc2/C=C\[N+](=O)[O-])c1	1	-0.8	i	i	i	i	i	i	3	i	i
O=C(Nc1ccccn1)C1CCCN1S(=O)(=O)c1ccc(Cl)cc1 (centres undefined)	-8	-0.2	i	i	i	i	i	i	9	i	i
O=C(CCc1c[nH]c2ccccc12)N1CCCC1	0	0.1	i	i	i	i	i	i	3	i	i
c1ccc2c(c1)C(=NC1CCCCC1)NC2=NC1CCCCC1	-2	0.2	i	i	i	i	i	i	-5	i	i
Nc1ccc(S(=O)(=O)c2ccccc2)nc1	2	1.4	i	i	i	i	i	i	-6	i	i
Cc1ccc(C(=O)NC(=S)Nc2cccc3c(C)cc(C)nc23)cc1	79*	0.5	i	i	i	i	i	i	-2	i	i
CC(=O)c1ccc(NC(=O)C2Cc3ccccc3CN2C(=O)c2ccccc2)cc1 (centres undefined)	25	0.3	i	i	i	i	i	i	1	i	i
CCOC(=O)c1ccc(Nc2nc(C)cc(C)n2)cc1	3	0.2	i	i	i	i	i	i	0	i	i
COC(=O)N/N=C\c1cc2c(cc1Br)OCO2	3	0.3	i	i	i	i	i	i	4	i	i
COc1ccc(NC(=O)[C@@H]2CC=C[C@@H]3CCN(C4CCCCC4)C(=O)[C@@H]32)cc1	4	-0.2	.	i	i	i	i	i	-8	i	i
N=c1ccn(Cc2c(Cl)cccc2Cl)cc1	3	-0.4	i	i	i	i	i	i	-20	i	i
COC(=O)c1c(N)c(C#N)c(C)n1-c1ccccc1	9	-0.2	i	i	i	i	i	i	9	i	i
CN(C)c1ncnc2c1NC1=C(S2)C(=NCCCC(=O)O)CC(C)(C)C1	1	-0.1	i	i	i	i	i	i	3	i	i
Nc1nnc(SCc2ccccc2Cl)s1	-5	0.3	i	i	i	i	i	i	2	i	i
O=C(Nc1nc2ccccc2[nH]1)C12CC3CC(CC(C3)C1)C2	21	3.2	i	i	i	i	i	i	-2	i	i
Cc1ccc(N2C(=O)c3ccccc3C(C)(C)C2=O)cc1	5	-0.9	i	i	i	i	i	i	17	i	i
CCn1cc(Br)c(C(=O)Nc2cccc(Cl)c2)n1	6	2.0	i	i	i	i	i	i	0	i	i
CCOc1ccc(N/C=C/C(=O)c2ccccc2)c([N+](=O)[O-])c1	5	-2.5	i	i	i	i	i	i	85*	i	i
O=S(=O)(c1ccccc1)n1ccc2ccccc21	0	-0.5	i	i	i	i	i	i	4	i	i
CC(C)Sc1nc2ccc(Br)cc2[nH]1	-2	2.7	i	i	i	i	i	i	-2	i	i
COCCCNc1nc(SCc2ccccc2)nc2sc3c(c12)CCC3	2	-0.2	i	i	i	i	i	i	-1	i	i
O=C(COC(=O)[C@H](Cc1ccccc1)NC(=O)c1cccs1)Nc1cc(F)ccc1F	-5	-0.1	i	i	i	i	i	i	5	i	i

Shown as a hit in Platelet DG rel, among the entries above:
Structure	TRPC4 block	MrgX1 antag	RGS4 inh	Platelet DG rel	TRPC6 activator	MrgX1 ag
CCOc1ccc(N/C=C/C(=O)c2ccccc2)c([N+](=O)[O-])c1	i	i	i	85*	i	i

Continuation:
SMILES	SKKanGAS inh	HIF act	TRPC4 block	MrgX1 PAM	TRPC6 inh	MrgX1 antag	RGS4 act	RGS4 inh	Platelet DG rel	TRPC6 activator	MrgX1 ag
CC(=O)Nc1ccc2c(COC(=O)CC3Sc4ccccc4NC3=O)cc(=O)oc2c1 (centres undefined)	10	1.4	i	i	i	i	i	i	-3	i	i
O=C(NCc1ccco1)c1ccccc1-c1ccccc1	-12	-0.1	i	i	i	i	i	i	5	i	i
Cc1nn(Cc2ccc(Cl)cc2)c(C)c1NC(=O)c1noc2c1CCCCC2	1	-0.1	i	i	i	i	i	i	-4	i	i
CCCOC(=O)c1ccc(Oc2cn[nH]c2-c2ccc(OC)cc2O)cc1	59*	0.1	i	i	i	i	-7.5*	i	-42	i	i
Cc1ccccc1CN1CCN(S(=O)(=O)c2cccs2)CC1	10	-0.3	i	i	i	-4.6*	i	i	-2	i	i
CCOc1ccc2nc(NCCNC(=O)Nc3cccc(C)c3)c(C#N)cc2c1	-5	-1.0	i	i	i	i	i	i	-1	i	i
COc1ccccc1CNc1nc(C)c(C(C)=O)s1	-5	3.6	i	i	i	i	i	i	7	i	i
Cc1nnc(SCC(=O)c2ccc(C(C)C)cc2)s1	-5	1.4	i	i	i	i	i	i	16	i	i
COc1ccc(C)cc1NC(=O)C(OC(=O)C1CC1)c1ccccc1 (centres undefined)	0	0.6	i	i	i	i	i	i	8	i	i
COc1ccc(NC(=O)[C@H](Cc2c[nH]c3ccccc23)NC(=O)[C@@H]2Cc3ccccc3CN2)cc1	0	1.4	i	i	i	i	i	i	0	i	i
CCS(=O)(=O)c1ccc2oc(Nc3ccc(C(C)(C)C)cc3)nc2c1	-1	-0.7	i	i	i	i	i	i	7	i	i
Cc1ccc2c(c1)N(C(=O)CCC(=O)NCCCN1CC(C)CC(C)C1)CCO2 (centres undefined)	-4	0.3	i	i	i	i	i	i	-3	i	i
CCC(C)N(C(=O)COC(=O)c1[nH]c(C)c(C(C)=O)c1C)C1CCS(=O)(=O)C1 (centres undefined)	0	-0.2	i	i	i	i	i	i	2	i	i
CC(=O)c1cc2c(cc1NC(=O)c1cc(C)nn1-c1ccccc1)OCO2	-4	1.1	i	i	i	i	i	i	-6	i	i
CC12CCC(=O)N1C(C(=O)OCC(=O)Nc1cccc(S(=O)(=O)N3CCCCCC3)c1)CS2 (centres undefined)	1	-0.5	i	i	i	i	i	i	8	i	i
CCOc1ccc(-c2nc(C)sc2CC(=O)O)cc1	-3	0.1	i	i	i	i	i	i	-12	i	i
Cc1cc(C)n2cc(CSc3nnnn3-c3ccccc3)nc2n1	-5	0.6	i	i	i	i	i	i	1	i	i
CC(C)C(NC(=O)c1cccs1)C(=O)NC1CCCCC1 (centres undefined)	2	-0.4	i	i	i	i	i	i	1	i	i
O=C(NCCc1c[nH]c2ccccc12)c1ccc([N+](=O)[O-])cc1	17	5.1	i	i	i	i	i	i	6	i	i
COc1ccccc1OCCOCCN1CCCC1	3	-0.6	i	i	i	i	i	i	-4	i	i
Nc1ccccc1SCc1ccccc1Cl	-1	0.7	i	i	i	i	i	i	-3	i	i
COc1ccc(C(O)P(=O)(O)CCc2ccccc2)cc1 (centres undefined)	-2	-0.4	i	i	i	i	i	i	-53	i	i
Cc1cccc(NC2=NCC(=O)N2CCc2ccccc2)c1	5	2.1	i	i	i	i	i	i	-9	i	i
CCC/C(C)=N\Nc1nc2c(c(=O)n(C)c(=O)n2C)n1C	-9	-0.4	i	i	i	i	i	i	17	i	i
CCN1CCN(CCCNC(=O)CNC(=O)c2nn(-c3ccc(OC)cc3OC)c(=O)c3ccccc23)CC1	-1	0.1	i	i	i	i	i	i	-14	i	i

Two records drawn at random from those above, as already listed:
SMILES	SKKanGAS inh	HIF act	TRPC4 block	MrgX1 PAM	TRPC6 inh	MrgX1 antag	RGS4 act	RGS4 inh	Platelet DG rel	TRPC6 activator	MrgX1 ag
O=C(NCc1ccco1)c1ccccc1-c1ccccc1	-12	-0.1	i	i	i	i	i	i	5	i	i
CC12CCC(=O)N1C(C(=O)OCC(=O)Nc1cccc(S(=O)(=O)N3CCCCCC3)c1)CS2 (centres undefined)	1	-0.5	i	i	i	i	i	i	8	i	i

Next compounds follow.
SMILES	SKKanGAS inh	HIF act	TRPC4 block	MrgX1 PAM	TRPC6 inh	MrgX1 antag	RGS4 act	RGS4 inh	Platelet DG rel	TRPC6 activator	MrgX1 ag
COC1(OC)N=C(N)C2(C#N)C(c3ccc(F)cc3)C12C#N (centres undefined)	-5	-0.2	i	i	i	i	i	i	-1	i	i
O=C(c1ccccc1)C1Oc2ccccc2C2CC(c3cccs3)=NN12 (centres undefined)	22	0.1	i	i	i	i	i	i	8	i	i
Clc1ccccc1-c1nc2ccccc2c2nncn12	2	0.7	i	i	i	i	i	i	12	i	i
Cc1cccc2cc(/C=N/NC(=O)CN3CCOCC3)c(Cl)nc12	-9	-0.5	i	i	i	i	i	i	-3	i	i
CCCCOC(=O)c1ccc(NC(=O)C2CCCO2)cc1 (centres undefined)	6	2.5	i	i	i	i	i	i	-1	i	i
CC1=C(C(=O)Nc2ccccn2)C(c2ccc(N(C)C)cc2)n2ncnc2N1 (centres undefined)	8	-0.2	i	i	i	i	i	i	-4	i	i
N#CCCN(Cc1ccccc1)C(=O)c1cccs1	18	0.3	i	i	i	i	i	i	-2	i	i
Cc1cc(C)n(-c2nc3c(c(=O)[nH]c(=O)n3C)n2CC(O)c2ccccc2)n1 (centres undefined)	4	-0.1	i	i	i	i	i	i	0	i	i
COCc1cc(C)nc(SCC[N+](C)(C)CC(=O)Nc2cccc(C)c2)c1C#N	-1	0.4	i	i	-7*	i	i	i	12	i	i
NC(=O)Cn1nnc(-c2ccc(C(F)(F)F)cc2)n1	2	0.3	i	i	i	i	i	i	-1	i	i
CCN1CCN(CC(O)COC(c2ccccc2)c2ccccc2)CC1 (centres undefined)	12	-0.4	i	i	i	i	i	i	15	i	i
COc1ccccc1N(Cc1ccccc1)S(=O)(=O)c1cccc(C(=O)O)c1	1	0.2	i	i	i	i	i	i	9	i	i
N#C/C(=C/c1ccc(Br)o1)C(N)=O	-2	0.1	i	i	i	i	i	i	9	i	i
COc1ccc(S(=O)(=O)N2CCOCC2)cc1C(=O)Nc1cc(C)on1	-3	-0.5	i	i	i	i	i	i	1	i	i
CC(=O)c1ccc(NC(=O)C(NC(=O)c2ccccc2)=C(C)C)cc1	2	-0.4	i	i	i	i	i	i	-4	i	i
COC(=O)CCc1n[nH]c(=O)[nH]c1=O	-1	0.0	i	i	i	i	i	i	26	i	i
Cc1cc(Cl)c(S(=O)(=O)N2CCSCC2)cc1OCC(N)=O	-2	0.4	i	i	i	i	i	i	-4	i	i
CC1CCCN(C(=O)CSc2ncccn2)C1 (centres undefined)	-2	0.9	i	i	i	i	i	i	1	i	i

Rows are unselected; any-hit rate near 6.1%.
